High-throughput results from PubChem BioAssay.
UBC13 polyUb: blocks human UBC13 polyubiquitin chain formation; TR-FRET; inhibition, % at 20 µM; 330,000 tested, 0.47% active; AID 485273; in the data active = inhibition above about 45%, passing the limit was not always enough
Target sequence (P61088 whole entry, looked up): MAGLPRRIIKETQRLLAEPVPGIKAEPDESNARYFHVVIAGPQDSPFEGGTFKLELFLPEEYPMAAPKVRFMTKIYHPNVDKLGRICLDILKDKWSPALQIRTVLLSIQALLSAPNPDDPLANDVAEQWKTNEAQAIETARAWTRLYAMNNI
APJ antagonist: blocks the human apelin receptor APJ; P35414; CHO-K1 APJ beta-arrestin complementation, luminescence; inhibition, % at 20 µM; 330,000 tested, 0.32% active; AID 2521;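 active = inhibition above about 40% at 20 µM, limit read from the data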;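 note: cells challenged with 10 nM apelin-13 agonist together with compound; plate controls were apelin-13 plus DMSO wells for no effect and DMSO wells lacking apelin-13 for full effect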
CXCR6 inh: CXCR6 (human) receptor inhibition. O00574. CHO-K1 PathHunter CXCR6 beta-arrestin, luminescence. inhibition, % at 20 µM. 360,000 tested, 0.36% active. AID 602244; in the data active = inhibition above about 34%, passing the limit was not always enough;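 note: antagonist mode with CXCL16 agonist at 10 nM final; 0% = 10 nM CXCL16 with DMSO and 100% = unstimulated wells without agonist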
Target sequence (O00574 whole entry, looked up): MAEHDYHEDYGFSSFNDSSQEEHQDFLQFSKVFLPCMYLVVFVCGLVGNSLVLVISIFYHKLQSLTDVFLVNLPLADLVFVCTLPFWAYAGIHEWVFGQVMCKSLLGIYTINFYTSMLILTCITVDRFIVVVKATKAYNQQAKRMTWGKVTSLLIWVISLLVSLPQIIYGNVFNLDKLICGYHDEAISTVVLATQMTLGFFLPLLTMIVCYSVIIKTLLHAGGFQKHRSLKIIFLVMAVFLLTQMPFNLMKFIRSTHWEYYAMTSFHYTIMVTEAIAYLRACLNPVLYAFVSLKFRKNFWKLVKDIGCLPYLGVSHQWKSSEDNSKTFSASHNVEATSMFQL
Gli-Sufu antag: blocks Gli-Sufu signaling in a luciferase reporter. Sufu-KO-LIGHT fibroblasts, Gli luciferase reporter luminescence. inhibition, % at 5 µM. 340,000 tested, 0.74% active;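 active = inhibition above about 55%, limit read from the data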;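 note: 0% = DMSO-treated cells and 100% = wells with medium but no cells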
Jurkat NFkB inh: lowers PMA/ionomycin-induced NF-kB signal in Jurkat cells; PMA/ionomycin-induced NF-kB luciferase reporter, luminescence; inhibition, % at 4 µM; AID 435003; 330,000 tested, 0.53% active; in the data active = inhibition above about 50%
697 NFkB inh: inhibitors of the PMA/ionomycin-induced NF-kB reporter in 697 B cells. 697 B-cell NF-kB luciferase reporter, 16 h. inhibition, % at 4 µM. 330,000 tested, 0.33% active. AID 435022; in the data active = inhibition above about 35%
CCR6 antagonist: blocks CCL20-driven beta-arrestin recruitment at human CCR6; CHO-K1 CCR6 PathHunter beta-arrestin, luminescence, CCL20-stimulated; inhibition, % at 20 µM; P51684; AID 493098; 340,000 tested, 0.49% active;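 active = compounds whose inhibition of the agonist-driven luminescence signal at 20 µM reaches about 50%, limit read from the data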;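 note: cells stimulated with CCL20 at 14 nM final; plate controls were DMSO with CCL20 for no effect and DMSO without agonist for full effect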
EBI2 block: blocks human EBI2 receptor beta-arrestin signaling; P32249; EBI2 beta-arrestin recruitment, luminescence, 7a,25-OHC stimulated; inhibition, % at 5 µM; 360,000 tested, 0.81% active; in the data active = inhibition above about 38%;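 note: enzyme fragment complementation signal reports receptor beta-arrestin coupling in cells; 0% = agonist plus DMSO wells and 100% = wells without agonist; some results beyond the cut were filed as inactive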
Target sequence (P32249 whole entry, looked up, the tested form may be a part): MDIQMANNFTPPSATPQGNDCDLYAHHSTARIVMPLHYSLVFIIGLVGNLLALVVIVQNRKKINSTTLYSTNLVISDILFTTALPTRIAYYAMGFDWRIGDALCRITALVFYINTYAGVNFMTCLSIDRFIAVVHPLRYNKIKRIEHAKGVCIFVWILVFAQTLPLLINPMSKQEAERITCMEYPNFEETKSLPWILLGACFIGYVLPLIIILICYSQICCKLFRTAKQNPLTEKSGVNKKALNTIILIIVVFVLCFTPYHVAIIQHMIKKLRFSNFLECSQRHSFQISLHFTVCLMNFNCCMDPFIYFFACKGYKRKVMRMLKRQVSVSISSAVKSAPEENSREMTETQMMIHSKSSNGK
* marks the source's active call; other numbers are inactive results; · = no result given.

1: CCCCCCN(C(=O)CCCCCN1C(=O)NC(c2ccc(-c3ccccc3)cc2)C(C(=O)OCc2ccccc2)=C1C)C(C(=O)NCCCC)C1CCCCC1 (stereo unspecified)
2: O=C(Nc1ccccc1Oc1cccnc1)C1CCCN(Cc2cccc(Cl)c2)C1 (stereo unspecified)
3: CN(C(=O)CC1C(=O)NCCN1Cc1ccc(F)cc1Cl)C1CCCCC1 (stereo unspecified)
4: O=C(CN1CCOCC1)NNC(=S)Nc1ccc(Cl)cc1
5: CC(C)(C)NC(=O)C(c1ccncc1)N(C(=O)Cn1nnc(-c2ccc(F)cc2)n1)c1cccc(F)c1 (stereo unspecified)
6: CN(C(=O)c1ccc(NC(=O)C2CCN(C(=O)OC(C)(C)C)CC2)cc1)C1CCC1
7: CCOc1ccc(-c2nn3c(-c4ccccc4)nnc3s2)cc1
8: Cc1ccc(SCCC(=O)Nc2ccc(Br)c(C)c2)cc1

screen / no.,1,2,3,4,5,6,7,8
UBC13 polyUb,-4,-4,0,-9,-1,3,17,1
APJ antagonist,14,3,5,13,-14,8,17,-4
CXCR6 inh,·,-5,4,13,-5,-1,2,-16
Gli-Sufu antag,·,2,-7,-3,4,8,-3,-2
Jurkat NFkB inh,24,4,-1,-13,1,8,10,-2
697 NFkB inh,2,-30,21,-8,-1,7,-8,23
CCR6 antagonist,·,16,8,15,-6,4,8,17
EBI2 block,·,-5,-17,5,1,1,-4,9

9: CC(=O)c1ccc(OCCOc2ccc(Cl)c3cccnc23)cc1
10: CC(C)(C)OC(=O)N[C@H](/C=C/c1ccccc1)C(=O)OC(C)(C)C
11: O=C(CSc1nc2ccccc2s1)N/N=C/c1ccco1
12: COc1cc(C2Nn3c(nnc3-c3ccccc3OC)S2)ccc1O (stereo unspecified)
13: COc1ccc(/C(N)=N/OC(=O)CSc2ccccc2)cc1OC
14: O=C(Nc1cc(Cl)cc(Cl)c1)C1CC(=O)N(C2CCCC2)C1 (stereo unspecified)
15: Cc1ccc(NS(=O)(=O)c2cc([N+](=O)[O-])ccc2NNC(=S)Nc2cccc(Cl)c2)c(C)c1
16: CC1(C)C2CCC(C2)C1(C)NC(=O)CN1CCN(Cc2ccccc2)CC1 (stereo unspecified)

screen / no.,9,10,11,12,13,14,15,16
UBC13 polyUb,0,0,-6,-3,4,-4,·,-16
APJ antagonist,-31,7,0,-3,-17,-9,·,-1
CXCR6 inh,0,11,-28,7,-6,5,58*,-3
Gli-Sufu antag,24,-1,2,5,-50,3,1,12
Jurkat NFkB inh,4,-5,25,-7,-80,-5,·,0
697 NFkB inh,-3,7,-29,-30,-79,-22,·,14
CCR6 antagonist,7,15,10,7,-2,-4,81*,1
EBI2 block,3,-6,5,4,1,-3,16,1

17: Cc1cccc(NC(=O)N[C@@H](C)C(=O)O)c1
18: C#CCOCCOCCOCCNc1nc(N2CCN(C(=O)[C@H](CCCCN)n3cc([C@@H](N)C(C)CC)nn3)CC2)nc(N2CCN(C(=O)[C@H](CCCCN)n3cc([C@@H](N)CC(C)C)nn3)CC2)n1 (stereo partly specified)
19: CN(C)C(=O)CSc1nnc2sc3ccccc3n12
20: O=C(O)c1cc(N2C(=O)CCC2=O)ccc1Cl
21: CCC(C)NC(=O)c1cnn2c1NC(c1ccc3c(c1)OCO3)CC2C(F)(F)F (stereo unspecified)
22: O=S(=O)(Nc1ccc(-c2ccc3nncn3n2)cc1)c1cc(F)ccc1F
23: O=C(OC1CCOC1=O)c1ccc(Cl)c(S(=O)(=O)N2CCOCC2)c1 (stereo unspecified)
24: COc1cc(/C=C/C(=O)OC2CC3CCC2(C)C3(C)C)ccc1O (stereo unspecified)

screen / no.,17,18,19,20,21,22,23,24
UBC13 polyUb,-1,105*,0,-1,4,-1,9,15
APJ antagonist,-2,0,3,8,13,7,-10,-74
CXCR6 inh,-6,-2,0,-5,-4,-1,1,-5
Gli-Sufu antag,14,-5,3,-4,2,-5,-2,-12
Jurkat NFkB inh,5,-1,-30,-14,-2,2,-4,-27
697 NFkB inh,26,7,9,2,-11,-18,25,-54
CCR6 antagonist,2,-19,13,4,-1,2,0,-6
EBI2 block,1,-7,-6,-6,-7,-14,-2,-7

Shown with values under each structure: 6 of the compounds above.
Results follow in this order: UBC13 polyUb	APJ antagonist	CXCR6 inh	Gli-Sufu antag	Jurkat NFkB inh	697 NFkB inh	CCR6 antagonist	EBI2 block
17) Cc1cccc(NC(=O)N[C@@H](C)C(=O)O)c1
→ -1	-2	-6	14	5	26	2	1
21) CCC(C)NC(=O)c1cnn2c1NC(c1ccc3c(c1)OCO3)CC2C(F)(F)F (stereo unspecified)
→ 4	13	-4	2	-2	-11	-1	-7
22) O=S(=O)(Nc1ccc(-c2ccc3nncn3n2)cc1)c1cc(F)ccc1F
→ -1	7	-1	-5	2	-18	2	-14
20) O=C(O)c1cc(N2C(=O)CCC2=O)ccc1Cl
→ -1	8	-5	-4	-14	2	4	-6
24) COc1cc(/C=C/C(=O)OC2CC3CCC2(C)C3(C)C)ccc1O (stereo unspecified)
→ 15	-74	-5	-12	-27	-54	-6	-7
19) CN(C)C(=O)CSc1nnc2sc3ccccc3n12
→ 0	3	0	3	-30	9	13	-6

Next records:
25: Cc1ccc(O)c(C(=O)/C=C/c2ccc3c(c2)OCCCO3)c1
26: O=c1cc(-c2ccccc2)c2c(O)cc(O)cc2o1
27: CCOc1cc(CNCC(C)C)c(Cl)cc1OCC(=O)Nc1ccccc1
28: Cn1c(N2CCN(c3ccccn3)CC2)nc2c1c(=O)n(Cc1ccc(Cl)cc1)c(=O)n2C
29: CCc1c(C)nc(SCC(=O)N2CCCCC2)[nH]c1=O
30: Cc1ccnc(N2CCN(c3cc(C)c(C#N)c4nc5ccccc5n34)CC2)c1
31: Cc1ccc(-n2c(SCC(=O)OC(C)C)nnc2-c2ccncc2)cc1
32: COc1ccc(/C=C(\C#N)C(=O)OCC(=O)NCc2ccccc2)cc1

screen / no.,25,26,27,28,29,30,31,32
UBC13 polyUb,16,-2,8,2,3,10,-4,-4
APJ antagonist,8,11,2,0,6,8,14,-5
CXCR6 inh,0,1,-2,-3,-8,7,-2,-25
Gli-Sufu antag,-7,3,19,13,-11,17,26,-2
Jurkat NFkB inh,-26,14,-18,20,-10,16,-10,6
697 NFkB inh,-24,19,1,8,5,15,5,9
CCR6 antagonist,35,6,24,-12,8,3,15,1
EBI2 block,20,1,-3,10,-3,-41,14,-13

Record cards, from the list above. Screens in order: UBC13 polyUb | APJ antagonist | CXCR6 inh | Gli-Sufu antag | Jurkat NFkB inh | 697 NFkB inh | CCR6 antagonist | EBI2 block
CCOc1ccc(-c2nn3c(-c4ccccc4)nnc3s2)cc1 as listed: 17 | 17 | 2 | -3 | 10 | -8 | 8 | -4
O=C(Nc1cc(Cl)cc(Cl)c1)C1CC(=O)N(C2CCCC2)C1 (stereo unspecified) as listed: -4 | -9 | 5 | 3 | -5 | -22 | -4 | -3

(more compounds)
33: CC(C)CCn1c(SC(C)C(=O)NC2CC2)nc2ccccc2c1=O (stereo unspecified)
34: Cc1ccc2c(c1)C1CN(C)CCC1N2C(=O)COc1ccc(N(C)S(=O)(=O)c2cccs2)cc1 (stereo unspecified)
35: C/C(=N\NC(=O)C(C)n1nc(C)c([N+](=O)[O-])c1C)c1ccccc1O (stereo unspecified)
36: O=C(COC(=O)c1ccc(S(=O)(=O)N2CCCCC2)cc1)NCc1ccco1
37: N#CCCN1CCCN(CCC#N)CCN(CCC#N)CCCN(CCC#N)CC1
38: CC(C)(C)C1CCC(=NNS(=O)(=O)c2ccc(Br)cc2)CC1 (stereo unspecified)
39: Cc1ccn2cc(CCNC(=O)C3CCCCC3)nc2c1
40: COc1ccc(C2(O)CCN(Cc3nnnn3Cc3ccc(F)cc3)CC2)cc1

screen / no.,33,34,35,36,37,38,39,40
UBC13 polyUb,3,21,-1,-10,1,-11,-3,-9
APJ antagonist,19,-7,-4,-4,-1,13,-6,-9
CXCR6 inh,-1,3,3,7,-10,-2,4,1
Gli-Sufu antag,11,6,9,-7,3,5,8,4
Jurkat NFkB inh,15,2,17,7,4,-6,3,-1
697 NFkB inh,11,-1,-4,25,10,-12,11,-3
CCR6 antagonist,11,19,6,13,4,-2,9,4
EBI2 block,4,0,13,3,-2,-6,6,-3

41: COc1cc2c(cc1NC(=O)CSc1nc3ccc(C)cc3[nH]1)oc1ccccc12
42: Cc1ccccc1NC(=S)N(Cc1ccccc1)Cc1cccs1
43: O=C(O)c1cccc(S(=O)(=O)Nc2ccc(S(=O)(=O)N3CCOCC3)cc2)c1
44: CCC(=O)Nc1ccccc1C(=O)OCC(=O)c1ccc2ccccc2c1
45: CCOC(=O)C1=C(O)c2ccccc2C(=O)/C1=C\c1ccc(C)cc1
46: COc1cc(C(=O)NCCN2CCCC2)cc(OC)c1OC
47: CN(C)CCCNCCCNC(=O)/C(=N\O)c1ccccc1
48: CN(CC(=O)N1CCOCC1)C(=O)CSc1nc2ccccc2s1

screen / no.,41,42,43,44,45,46,47,48
UBC13 polyUb,-3,14,-6,6,·,-2,4,4
APJ antagonist,-33,3,-1,-7,·,15,3,11
CXCR6 inh,·,0,1,1,20,4,-4,0
Gli-Sufu antag,·,-10,3,-7,-4,-6,12,-29
Jurkat NFkB inh,-9,8,9,-11,·,2,-10,-2
697 NFkB inh,1,4,2,-20,·,24,10,6
CCR6 antagonist,·,8,-5,17,34,-13,5,6
EBI2 block,·,8,-7,16,1,4,3,-2

49: COc1cccc(NC(=O)N2CCC(NC(=O)C3CCCCC3)CC2)c1
50: N#C/C(=C/Nc1ccccc1C(=O)O)C(N)=O
51: CSc1nncc(=O)[nH]1
52: COC(=O)C1=CN(CC2CCCO2)C=C(C(=O)OC)C1c1cc(OC)c(OC)c(OC)c1 (stereo unspecified)
53: Cc1cnc(NC(=O)CCc2ccccc2)s1
54: CC(OC(=O)CCCOc1ccccc1)C(=O)Nc1ccc(Cl)cn1 (stereo unspecified)
55: CCCn1c(C2CCCN2c2nc(C)cs2)nc2cc(Cl)c(Cl)cc21 (stereo unspecified)
56: O=C(NC1CCCCCC1)C(=O)NC1CC1

screen / no.,49,50,51,52,53,54,55,56
UBC13 polyUb,2,-4,9,6,2,2,4,-2
APJ antagonist,1,21,-7,11,0,8,22,-15
CXCR6 inh,2,-4,3,-3,-8,-15,12,1
Gli-Sufu antag,2,10,-12,1,-25,-6,11,-8
Jurkat NFkB inh,-9,4,-1,0,20,-1,0,7
697 NFkB inh,8,-20,13,12,-32,-6,11,-29
CCR6 antagonist,0,3,-5,3,-4,11,14,4
EBI2 block,1,7,-6,2,0,3,7,-8

57: Cc1nnc(SCc2nnc(-c3ccccc3Br)o2)s1
58: CCOc1ccc(OCc2ccc(C(=O)NCC3CCCO3)o2)cc1 (stereo unspecified)
59: O=c1[nH]cccc1-c1nc2ccccc2n1Cc1ccc(F)cc1
60: O=C1c2ccccc2-c2cccc(NS(=O)(=O)c3ccc(C(F)(F)F)cc3)c21
61: CCOC(=O)C1(Cc2ccccc2)CCCN(C(=O)C=C(C)C)C1 (stereo unspecified)
62: O=C(Nc1ccc(S(=O)(=O)N2CCOCC2)cc1)c1ccc(F)cc1
63: CCCCCn1c(N2CCOCC2)nc2c1c(=O)n(CC(N)=O)c(=O)n2C
64: COc1ccc(OCC(=O)Sc2ccc(C)cc2)cc1

screen / no.,57,58,59,60,61,62,63,64
UBC13 polyUb,20,1,21,-24,10,3,-1,13
APJ antagonist,2,6,10,7,-1,-1,8,-9
CXCR6 inh,13,-8,-31,-6,-18,-3,3,3
Gli-Sufu antag,-11,-10,4,6,6,10,6,-12
Jurkat NFkB inh,2,5,3,-1,-58,-5,3,0
697 NFkB inh,1,-77,5,-5,-42,5,2,7
CCR6 antagonist,1,9,-5,8,4,10,7,-11
EBI2 block,1,6,-11,-3,1,4,-13,9

65: Cc1cccc(OC(=O)c2ccncc2)c1C
66: COc1ccc(SCCC(=O)NCc2ccncc2)cc1
67: O=C(N/N=C/c1ccc(OC(=O)c2cccc(Br)c2)cc1)c1cccnc1
68: COc1cc(C(=S)N2CCCC2)ccc1OCc1ccc(C)cc1

screen / no.,65,66,67,68
UBC13 polyUb,-8,4,0,-13
APJ antagonist,-28,3,2,18
CXCR6 inh,11,7,-3,3
Gli-Sufu antag,-2,2,0,1
Jurkat NFkB inh,-6,3,-2,-69
697 NFkB inh,10,4,11,-97
CCR6 antagonist,3,7,14,16
EBI2 block,-7,-11,-9,1
